All columns: NCI-60 one-dose screen, growth in % after 48 h at 10 µM unless noted; 100 = growth as untreated, 0 = no growth, -100 = all killed.
A498 = A498 renal cancer cells; AID 1794774; 76,000 tested, 5.4% active
HT29 = HT29 colon cancer; 81,000 tested, 7.4% active; AID 1794748
NCI-H322M = NCI-H322M lung cancer; 80,000 tested, 2.7% active; AID 1794733
NCI-H460 = NCI-H460 lung cancer; 82,000 tested, 6.8% active; AID 1794736
RXF 393 = RXF 393 renal cancer cells; 77,000 tested, 6.9% active
COLO 205 = COLO 205 colon cancer; 79,000 tested, 7.3% active
NCI-H23 = NCI-H23 lung cancer; 80,000 tested, 4% active; AID 1794731
NCI-H522 = NCI-H522 lung cancer | 78,000 tested, 8% active | AID 1794739
NCI-H226 = NCI-H226 lung cancer. AID 1794732. 79,000 tested, 3.5% active
Numbers without * were called inactive; · = not tested or not shown; & = joins results of further samples. How the source made its calls: active means growth percent below 10; inactive means the rest.

structure	A498	HT29	NCI-H322M	NCI-H460	RXF 393	COLO 205	NCI-H23	NCI-H522	NCI-H226
C=C(C)C(C(=O)OCC)(C(=O)OCC)C(C)C	110	116	111	106	112	117	114	·	109
CCOC(=O)c1ccccc1C	106	106	134	116	123	·	98	99	115
CCN(CC)CCOC(=O)Nc1ccccc1Cl	114	80	93	104	117	·	105	69	88
Clc1ccc(-c2cn(-c3ccccc3)c(-c3ccccc3)n2)c(Cl)c1	-28*	-100*	-17*	-100*	41	-64*	68	43	41
COc1cccc2c(=O)c3c(sc12)c(N1CCNCC1)nc1ccccc13	62	0.1*	93	-55*	80	31	77	77	88
Cc1ccc(/C(=N\N=C(N)N)C2CC2)c(C)c1	·	63	90	104	85	60	94	84	99
Cc1ccc(NC(=O)Nc2ccccc2C(N)=O)cc1	101	101	123	106	71	130	107	191	104
COc1cc(-c2nc(SCCCCCC(=O)NO)[nH]c(=O)c2C#N)cc(OC)c1OC	118	114	107	111	119	119	·	101	108
O=C1/C(=C/c2ccc([N+](=O)[O-])cc2)CCc2ccccc21	90&82	100&105	102&94	96&103	96	113&114	88&103	82&83	92&95
Cn1cc(-c2nc(-c3cccnc3)cs2)c2cccnc21	·	85	·	91	88	96	92	81	90
C/C(=C\c1ccccc1)c1ccccc1	102	110	90	108	114	115	97	92	98
Cc1nc2ncccc2nc1Nc1ccc(S(=O)(=O)N=C(N)N)cc1	110	118	98	101	113	105	100	115	94
CCN1C(=O)N(CC)C2Nn3c(s/c(=C\c4c[nH]c5ccccc45)c3=O)=NC21 (stereo unspecified)	69	112	91	100	·	104	93	92	77
COc1cccc(Sc2nc(N)nc3c2CCN(Cc2ccc(OC)cc2OC)C3)c1	·	84	88	92	89	94	79	60	75
CCCCCCOc1cc(N)ccc1C(=O)NCCN(CC)CC	64	96	92	114	101	·	93	101	94
COc1ccc(/C=N/NC(=O)c2c(Nc3ccccc3)nn(CC(O)c3ccccc3)c2N)cc1 (stereo unspecified)	92	108	81	104	84	112	84	96	92
Cc1ncsc1CCO	98&81	96&101	89&126	106&118	133&99	116&118	95&96	86&95	103&96
COC(=O)C1(C)CCC[C@]2(C)[C@H]3C[C@@H]4[C@H]5[C@@H]6CC/C(=N\N=CCc7ccco7)[C@H]5[C@@]3(CC[C@@H]12)CC4(C(C)C)O6 (stereo partly specified)	101	102	103	105	87	108	92	95	92
CCCC(CCC)C(=O)OCc1cn(-c2cc3ccccc3oc2=O)nn1	·	103	110	105	102	123	96	88	99
CC(=O)N(O)[C@@H](C)/C=C/c1cccc(Oc2ccc(F)cc2)c1	69	102	89	101	73	104	101	89	67

3 records drawn at random from the list so far, as already listed:
structure	A498	HT29	NCI-H322M	NCI-H460	RXF 393	COLO 205	NCI-H23	NCI-H522	NCI-H226
Cc1nc2ncccc2nc1Nc1ccc(S(=O)(=O)N=C(N)N)cc1	110	118	98	101	113	105	100	115	94
CCN(CC)CCOC(=O)Nc1ccccc1Cl	114	80	93	104	117	·	105	69	88
COc1cccc2c(=O)c3c(sc12)c(N1CCNCC1)nc1ccccc13	62	0.1*	93	-55*	80	31	77	77	88

Back to the main list with the 3 entries that preceded the break.
structure	A498	HT29	NCI-H322M	NCI-H460	RXF 393	COLO 205	NCI-H23	NCI-H522	NCI-H226
COC(=O)C1(C)CCC[C@]2(C)[C@H]3C[C@@H]4[C@H]5[C@@H]6CC/C(=N\N=CCc7ccco7)[C@H]5[C@@]3(CC[C@@H]12)CC4(C(C)C)O6 (stereo partly specified)	101	102	103	105	87	108	92	95	92
CCCC(CCC)C(=O)OCc1cn(-c2cc3ccccc3oc2=O)nn1	·	103	110	105	102	123	96	88	99
CC(=O)N(O)[C@@H](C)/C=C/c1cccc(Oc2ccc(F)cc2)c1	69	102	89	101	73	104	101	89	67
C=CCc1cn(C2CC(O)C(CO)O2)c(=O)[nH]c1=O (stereo unspecified)	137	112	93	110	·	117	100	88	111
CSc1ccc(NC(=O)NN(c2ccccc2)C2CCS(=O)(=O)C2)cc1 (stereo unspecified)	100	102	103	107	112	108	101	101	101
CN1CCc2c(sc3nc(-c4ccccc4)[nH]c(=O)c23)C1	105	89	102	106	110	106	109	95	95
CCOC(=O)NC1=NCC(C)S1 (stereo unspecified)	82	102	119	104	110	122	104	99	124
CCOC(=O)Nc1ncccn1	87	98	104	109	100	115	101	90	97
CNC(=O)C(C)C1C(=O)/C(=C(O)/C=C\C(C)=C\C(C)C2OC3(C)OC(C=CC34CO4)C2C)C(=O)N1C1CCC(O)C(C)O1 (stereo unspecified)	103	106&110	90&116	97&123	106&101	105&106	92&100	102&43	91&104
COC(=O)C1CCCN1S(=O)(=O)/N=C1\NC(=O)NC1=C(Cl)Cl (stereo unspecified)	·	112	99	109	115	119	·	86	111
CC(=O)/C(=C/c1cccc(F)c1)c1ccccc1	126	113	102	104	·	116	112	123	96
CN1C(=O)NC(c2ccc3c(c2)OCO3)C=C1c1ccccc1 (stereo unspecified)	·	84	92	98	91	107	96	80	103
C[N+](C)(Cc1ccccc1)Cc1ccccc1	117	106	122	122	107	117	110	101	102
C=CCN(CC=C)C(=O)C(C)O (stereo unspecified)	109	104	106	104	106	108	103	101	100
C[N+](C)(C)CC(=O)N/N=C/c1cccc([N+](=O)[O-])c1	81	99	122	113	127	120	106	114	110
CC(O)CCC1C(C)CCC1(C)C(C)C (stereo unspecified)	110	104	123	111	128	117	97	102	109
ClCc1ccc(-c2ccc(Cn3cnc4c(Cl)nc(Cl)nc43)cc2)cc1	·	0.0*	48	7.2*	·	35	30	-21*	68
C=CCSC(SCC=C)c1ccc(Cl)cc1	95	98	102	106	124	117	103	93	106
O=C(Nc1ccc(NC(=O)c2cc(S(=O)(=O)Nc3ccc(C(F)(F)F)cc3)c(O)c(O)c2O)cc1)c1cc(S(=O)(=O)Nc2ccc(C(F)(F)F)cc2)c(O)c(O)c1O	101	115	96	98	109	118	104	87	107
C=CCn1c(SCC(=O)Nc2ccc(C(=O)/C=C/c3cc(OC)c(OC)c(OC)c3)cc2)nnc1-c1ccc(OC)cc1	-3.0*	-28*	17	0.8*	-82*	-7.8*	22	-17*	-37*
COC(=O)C12C3C(=O)N(Cc4ccc5c(c4)OCO5)C(=O)C3C(c3cn(-c4ccccc4)nc3-c3ccccc3)N1[C@H](c1cn(-c3ccccc3)nc1-c1ccccc1)[C@@H]1C(=O)N(Cc3ccc4c(c3)OCO4)C(=O)[C@@H]12 (stereo partly specified)	96	106	114	99	90	127	107	89	89
Cc1ccc(Cl)cc1[N+](=O)[O-]	105	91	126	104	119	110	103	82	116
Cn1cc(/C=C2\SC(=S)N(N3CCOCC3)C2=O)c2ccccc21	102	99	98	102	83	100	89	83	89
O=C(C(=O)c1ccc(Cl)cc1)c1ccc(Cl)cc1	84	108	107	99	·	121	103	99	97
COP(=O)(OC)C(Cc1c[nH]c2ccccc12)NC(=O)OCc1ccccc1 (stereo unspecified)	109	38	92	99	95	106	98	96	95
CSc1nc(=O)n(Cc2ccc(Cl)cc2)c(=O)n1Cc1ccc(C(=O)O)cc1	92	86	98	109	98	112	111	79	97
O=C1N=NC2=C1c1c3ccccc3c(O)n1CC2	95	103	99	110	106	129	97	-36*	105
O=C1Cc2cc(CCn3cncn3)c(Cl)cc2N1	47	97	93	84	62	·	24	33	75
Nc1ccc2ccccc2c1N=Nc1ccccc1	94	·	65	103	84	83	73	·	·
CCCCNc1ccc(C#N)c(OCCN(CC)CC)c1	117	95	100	104	103	100	93	93	88
CCOc1ccc2nc(S(N)(=O)=O)sc2c1	112&106	116&100	105&100	102&103	111&119	126&123	104&99	101&86	107&115
O=[N+]([O-])c1ccc(NCC(Br)CBr)c([N+](=O)[O-])c1 (stereo unspecified)	86	72	98	97	77	115	98	56	92
CCC(=O)C(CC)c1ccccc1OC (stereo unspecified)	93	98	98	110	109	118	·	86	102
COc1ccc(C2Nc3nc(-c4cccnc4)nn3C(N)=C2C#N)cc1 (stereo unspecified)	102	100	109	106	96	112	98	95	93
COc1cccc(C(c2cccc(OC)c2)c2ccccc2C(=O)O)c1	110	100	121	104	129	106	102	·	102
O=c1oc(-c2ccccc2CCl)nc2ccccc12	89	111	98	107	105	111	107	116	98
O=c1c2ccccc2c2ccccc2c(=O)n1CCN1CCOCC1	104	97	89	113	122	102	102	89	104
c1cc2cccc3c2c(c1)c1c2c4cccc5cccc(c54)c2c2c4cccc5cccc(c54)c2c31	105	90	115	106	100	112	104	83	94
COc1ccc(-c2nc(SC(C)C)nc(NCCc3c[nH]c4ccccc34)c2C#N)cc1	66	8.2*	88	24	-20*	46	46	36	41
CN(C)CCN(/N=C\c1ccc([N+](=O)[O-])o1)C(N)=O	79	105	107	101	95	102	100	94	96
COc1cc2cc(NCc3ccc(F)cc3)nc(C)c2cc1OC	27	12	53	26	60	34	26	60	48
C=C(C)[C@@H]1CC[C@]2(C(=O)N3CCN(C)CC3)CC[C@]3(C)[C@H](CC[C@@H]4[C@@](C)(CCC(=O)O)[C@H](C(=C)C)CC[C@]43C)[C@@H]12	53	78	99	78	93	94	95	73	93
Cc1cc(C)nc(NC(N)=NCCc2ccccc2)n1	87	13	52	24	51	40	50	30	53
Nc1c(C(=O)Nc2cccc3c2OCCO3)sc2nc3c(cc12)C(=O)CCC3	-2.0*	13	45	8.5*	-19*	-3.5*	46	2.2*	28
COC(=S)SCN(CSC(=S)OC)c1ccc(Cl)cc1	87	102	76	87	95	111	80	80	70
Nc1nc(Cl)nc2c1ncn2C1OC(CO)C(O)C1O (stereo unspecified)	97	88&105	101&93	87&80	118&123	70	34&20	52&51	110
CCCCCCCC(=O)OC1CCCCC1C (stereo unspecified)	79	100	97	102	95	102	104	95	89
Nc1cc(C(Cl)=C(Cl)Cl)c(S(N)(=O)=O)cc1S(N)(=O)=O	101	96	93	116	102	112	97	84	100
COc1ccc2nc3cc(Cl)ccc3c(Nc3cccnc3)c2c1	76	87	88	102	94	96	90	88	102
CCOC(=O)/C(=C/c1c(-c2ccccc2)[nH]c2ccccc12)C(=O)c1ccc(Cl)cc1	74	44	79	33	54	63	55	20	71
COC(=O)c1ccc(CNC(=O)c2ccccc2C(=O)NCC2(CBr)OCCO2)cc1	99	104	104	105	105	112	105	101	95
Cc1ccccc1NC(=O)c1ccccc1Cl	79	102	107	104	96	106	101	98	101
CCCCCN1C=C/C(=C\C(=O)N(C)Cc2ccccc2)c2ccccc21	·	98	115	121	111	112	98	92	100
COc1ccc(C(C)=O)cc1OC	97&112	90&98	102&86	110&104	106&106	106&101	101&107	73&106	96&97
O=C1CSC(c2ccccc2Cl)N1c1nnc(Cn2nnc3ccccc32)o1 (stereo unspecified)	50	81	81	88	90	106	81	·	96
OC(Cc1cccc(/C=N/N2CCOCC2)n1)(C(F)(F)F)C(F)(F)F	101&113	95&98	96&108	107&113	107&110	108&108	98&102	82&88	99
Cc1ccc2nc(COc3ccc(NC(=S)Nc4ccccc4)cc3)[nH]c2c1	103	109	111	113	122	117	100	101	103
COC(=O)c1c(C)[nH]c2c3c(c(O)cc12)[C@H]1C[C@@H]2[C@@]4(C)CCCC(C)(C(=O)OC)[C@@H]4CC[C@@]32C=C1C(C)C (stereo partly specified)	102	84	91	98	101	99	87	88	·
CCOC(=O)c1cn2ncnc(Oc3ccc(NC(=O)Nc4ccc(F)c(Cl)c4)c(F)c3)c2c1C	86	109	101	99	110	114	93	86	94
CN(C)c1cccc2c(S(=O)(=O)Nc3ccc4nc(N)sc4c3)cccc12	27	96	91	69	80	85	38	61	59
CCN(CC)CCn1c2ccc(O)cc2c2sc3cc(O)ccc3c(=O)c21	42	27	30	8.5*	27	30	26	35	68
O=C1N/C(=N/N=C(c2ccccc2)c2ccccc2)S/C1=C\c1ccc(Br)cc1	89	82	95	98	107	104	94	70	85
O=C(NNc1ncnc2ccccc12)Nc1ccccc1	100	113	102	104	124	116	·	96	99

New compounds follow:
structure	A498	HT29	NCI-H322M	NCI-H460	RXF 393	COLO 205	NCI-H23	NCI-H522	NCI-H226
CCOC(=O)c1c2c(c(C)n1C)-c1nc(Nc3ccccc3)ncc1CC2	70	62	59	44	75	80	60	66	80
Cc1ccc(-c2cc(-c3nnc(SCC(=O)c4ccccc4)o3)c3ccccc3n2)cc1	77	90	90	98	·	111	97	88	95
CCOC(=O)c1cc(-c2ccc(Cl)cc2)nc2c(Cl)cc(Cl)cc12	96	82	102	101	127	140	87	86	105
Cc1cc[n+](CC[n+]2ccc(C)cc2)cc1	·	83	90	100	105	108	108	65	99
O=C1NC(=O)C(CC(=O)n2cnc3ccccc32)C(=O)N1	95	104	105	104	109	115	100	90	106
CCCCCCCCN=Cc1c(O)c(O)c(C(C)C)c2cc(C)c(-c3c(C)cc4c(C(C)C)c(O)c(O)c(C=NCCCCCCCC)c4c3O)c(O)c12	107	100	97	108	108	110	103	98	97
CC1(/C=N/NC(N)=S)NC(=O)NC1=O (stereo unspecified)	·	93	107	105	·	99	98	71	95
CCN(CCO)CCC(=O)c1ccc([N+](=O)[O-])cc1	87	105	101	111	106	116	102	100	99

A few values from the results shown:
CCN(CCO)CCC(=O)c1ccc([N+](=O)[O-])cc1 | NCI-H23 = 102
CC1(/C=N/NC(N)=S)NC(=O)NC1=O (stereo unspecified) | COLO 205 = 99
CCOC(=O)c1cc(-c2ccc(Cl)cc2)nc2c(Cl)cc(Cl)cc12 | HT29 = 82
Cc1cc[n+](CC[n+]2ccc(C)cc2)cc1 | NCI-H522 = 65
Cc1ccc(-c2cc(-c3nnc(SCC(=O)c4ccccc4)o3)c3ccccc3n2)cc1 | NCI-H460 = 98

Screening results from PubChem.
